Bioassay records: PubChem BioAssay, National Center for Advancing Translational Sciences (NCATS)
KDM5B inh: Primary screen for KDM5B Histone Demethylases FDH-coupled qHTS; Potency, µM (series often up to 57.7 µM), inactives show at the top dose activity change, negative = inhibition, usual class: inhibitors; 220,000 tested, 2.6% active; Lysine-specific demethylase 5B (Homo sapiens), Q9UGL1; KDM5B demethylase, FDH-coupled NADH fluorescence (FDH is formaldehyde dehydrogenase); AID 1347165, 2019; active means well fitted inhibition curve with a large enough effect; inconclusive means small, poorly fitted or top-dose-only effect; inactive means no such curve, though single readings can be large or run the other way; further: 0% is about no effect; nearly all actives have a fitted effect of over 70% in size
Target sequence (Q9UGL1 whole entry, looked up): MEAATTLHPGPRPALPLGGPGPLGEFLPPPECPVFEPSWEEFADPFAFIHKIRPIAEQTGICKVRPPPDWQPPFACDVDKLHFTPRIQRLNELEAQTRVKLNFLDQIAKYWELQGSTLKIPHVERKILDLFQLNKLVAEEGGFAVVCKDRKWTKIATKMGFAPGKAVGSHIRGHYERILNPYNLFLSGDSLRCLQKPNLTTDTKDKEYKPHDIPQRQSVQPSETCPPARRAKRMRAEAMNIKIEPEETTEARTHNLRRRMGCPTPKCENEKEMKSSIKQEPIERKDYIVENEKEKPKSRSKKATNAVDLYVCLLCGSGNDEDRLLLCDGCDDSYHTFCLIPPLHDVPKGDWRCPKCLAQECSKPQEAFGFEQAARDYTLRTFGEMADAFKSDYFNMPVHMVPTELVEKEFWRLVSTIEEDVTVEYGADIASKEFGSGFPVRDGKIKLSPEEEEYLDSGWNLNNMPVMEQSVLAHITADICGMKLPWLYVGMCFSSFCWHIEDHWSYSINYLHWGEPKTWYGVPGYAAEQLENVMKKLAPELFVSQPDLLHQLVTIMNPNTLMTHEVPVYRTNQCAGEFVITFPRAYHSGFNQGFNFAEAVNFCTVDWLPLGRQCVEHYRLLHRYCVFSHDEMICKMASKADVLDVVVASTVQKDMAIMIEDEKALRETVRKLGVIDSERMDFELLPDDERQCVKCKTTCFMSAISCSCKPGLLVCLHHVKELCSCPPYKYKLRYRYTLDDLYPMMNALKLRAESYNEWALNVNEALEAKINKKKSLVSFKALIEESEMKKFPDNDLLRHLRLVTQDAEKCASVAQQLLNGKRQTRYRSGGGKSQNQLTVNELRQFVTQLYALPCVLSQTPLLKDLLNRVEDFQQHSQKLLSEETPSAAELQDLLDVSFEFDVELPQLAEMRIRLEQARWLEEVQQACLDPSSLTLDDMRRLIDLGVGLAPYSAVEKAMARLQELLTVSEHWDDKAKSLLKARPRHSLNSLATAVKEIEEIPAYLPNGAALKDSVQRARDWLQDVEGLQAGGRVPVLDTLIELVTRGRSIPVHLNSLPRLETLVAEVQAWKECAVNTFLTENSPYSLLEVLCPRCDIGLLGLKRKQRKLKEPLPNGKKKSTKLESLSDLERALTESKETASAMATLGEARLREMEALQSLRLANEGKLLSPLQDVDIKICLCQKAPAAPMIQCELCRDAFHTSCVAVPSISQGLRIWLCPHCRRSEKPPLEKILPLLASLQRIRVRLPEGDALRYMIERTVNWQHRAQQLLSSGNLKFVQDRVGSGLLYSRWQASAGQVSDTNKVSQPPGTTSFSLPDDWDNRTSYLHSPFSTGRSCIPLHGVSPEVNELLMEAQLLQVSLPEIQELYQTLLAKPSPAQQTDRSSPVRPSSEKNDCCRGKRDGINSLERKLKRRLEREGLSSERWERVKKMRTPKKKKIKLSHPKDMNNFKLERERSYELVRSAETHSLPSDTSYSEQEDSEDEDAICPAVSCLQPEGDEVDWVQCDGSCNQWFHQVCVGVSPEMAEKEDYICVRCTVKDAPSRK
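Inhibition is measured as reduced NADH fluorescence generation from FDH coupling to formaldehyde release. Truncated KDM5BΔAP at 200 nM final acts on H3K4me3 peptide (12.5 µM in substrate mix) in pH 7.5 HEPES buffer with Tween-20, 30 min, room temperature.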
* hit, by the source's call; ? = inconclusive; [ ] = dose if it differs, or a comment. Potency means the concentration at half of the fitted maximal effect. The list is partial; the hit share may differ from the screen's.

cpd	structure	KDM5B inh
1	CCOc1ccc(S(=O)(=O)N2CCCC(C(=O)N3CCC(C(N)=O)CC3)C2)cc1Cl (centres undefined)	15.4%
2	COc1cccc(CNC(=O)C2(C)CCCCC(=O)N2)c1OC (centres undefined)	-1.5%
3	Cc1cc(Oc2ccc(=O)n(C)n2)nc(SCCOc2ccccc2)n1	1.3%
4	O=C1/C(=C/c2ccccc2Cl)Cc2ccccc21	-5.6%
5	Cc1cn2nc(C(=O)N3CCC(C(=O)NCc4cccnc4)CC3)cc2c(=O)[nH]1	-16.8%
6	CN(C)S(=O)(=O)N(CC(=O)Nc1ccc(Cl)cc1)c1ccccc1	11.8%
7	CCS(=O)(=O)N1CCC2(CC1)CN(Cc1ccc(OC)cc1)C2=O	-9.4%
8	O=C(c1cc(C2CC2)[nH]n1)N1CCC2(CC1)NC(=O)N(c1ccc(F)cc1)N2	-10.9%
9	CC1(C)CS(=O)(=O)N(c2ccc(S(=O)(=O)NCCc3ccccc3F)cc2)C1=O	-16.6%
10	O=C([C@H]1C[C@H](Oc2cccnc2)CN1C(=O)NCc1ccc(F)cc1)N1CCOCC1	-24.6%
11	CCC(CC)C(=O)Nc1ccc([C@@H](O)[C@H]2COCC(=O)N2Cc2ccccn2)cc1	10.3%[86.2 µM]
12	CCn1c(NC(=O)C(C)C)c(-c2ccccc2)c(=O)c2ccccc21	18.5%
13	O=C(Cn1cc(SCc2cccc(Cl)c2)c2ccccc21)N1CCCCC1	?
14	COc1cc(OC)cc(C(=O)N[C@@H]2CN(C3CCOCC3)C[C@H]2CN(C)C)c1	?
15	O=[N+]([O-])c1ccc(S(=O)(=O)N2CCn3cccc3C2c2ccc(Br)cc2)cc1 (centres undefined)	?
16	Cn1c2c(c3cc(F)ccc31)CN(C(=O)Nc1cccc(F)c1)CC2	?
17	Cc1cc(C)cc(NC(=O)Cn2c(-c3cncs3)nc3ccccc32)c1	?
18	COc1cc(NC(=O)c2cc3nc(-c4ccccc4)cc(-c4ccccc4)n3n2)c(OC)cc1Cl	-24.2%
19	Cc1cccc(NC(=O)CN2C(=O)C3(SCC(=O)N3c3ccccc3)c3ccccc32)c1 (centres undefined)	-13.0%
20	CNC(=O)[C@@H]1CN(C(=O)C2CC=CCC2)C[C@H]1c1nc(COC)no1 (some centres undefined)	-19.4%
21	Cc1cc(-c2noc(COc3ccccc3)n2)c2ccccc2n1	9.6%
22	Cn1c(=O)c2c(nc(NCc3ccco3)n2Cc2ccc(Br)cc2)n(C)c1=O	6.7%
23	CC(OC(=O)c1nn(C)c(=O)c2ccccc12)C(=O)c1ccc(C(C)(C)C)cc1 (centres undefined)	-6.0%
24	O=C1C(Cl)=C(NCc2cccnc2)C(=O)c2ccccc21	-5.9%
25	COc1cc(CNC(=O)c2cccc3c2CCN3C(=O)C2CC2)cc(OC)c1	-13.0%
26	COC(=O)[C@@H](Cc1cccnc1)NC(=O)[C@@H]1CN(C(=O)c2cccc(F)c2)CCN1C(=O)c1cccs1	6.5%
27	CC1(C)CC(=O)C2=C(C1)N(c1ccc(C(F)(F)F)cc1)C(=O)CC2c1cccs1 (centres undefined)	1.7%
28	CNC(=O)C1CCC(Cn2c(=O)c3sccc3n(Cc3ccccc3)c2=O)CC1 (centres undefined)	12.6%
29	O=C(NCc1ccnc(OCC(F)(F)F)c1)c1ccco1	4.7%
30	CCN(CC)S(=O)(=O)c1ccc(N2CCN(C)CC2)c(NC(=O)c2ccccc2F)c1	-7.9%
31	COc1ccc(C(=O)Nc2ccnn2C2CCN(C(=O)CN)CC2)cc1	?
32	O=C(OC/C=C/c1ccccc1)c1c[nH]c2ccccc12	-20.4%
33	COc1ccc(OCC2(C)COc3ccc(C(=O)N4C[C@@H](C)O[C@@H](C)C4)cc3N2)cc1 (some centres undefined)	-30.9%[86.2 µM]
34	CCOC(=O)c1ccc(NC(=S)N2CCCC(C(=O)N3CCCC3)C2)cc1 (centres undefined)	6.9%
35	CCN(Cc1ccncc1)C(=O)CC1CCCN(c2cnn(CCOC)c(=O)c2)C1 (centres undefined)	-20.2%
36	c1ccc(-c2cc3c(cn2)CN(Cc2c[nH]c4ccccc24)CCN3)cc1	-11.0%[86.2 µM]
37	CN(Cc1ccc(F)cc1)Cc1ccc(C(F)(F)F)cc1	12.0%[115 µM]
38	Cc1ccc(-c2cc(C(=O)OCC(=O)c3c(N)n(C)c(=O)n(C)c3=O)c3ccccc3n2)cc1	-19.5%
39	COC(=O)N/N=C/c1cc(C)n(-c2ccc(Br)cc2)c1C	-20.1%
40	Cc1ccsc1C(=O)N1CCC(c2nc(-c3ccccc3)no2)C1 (centres undefined)	-2.9%
41	O=C(COC(=O)c1cc(=O)[nH]c2ccccc12)Nc1ccccc1	-28.2%
42	COc1cc(-c2nnc(SCc3nc4ccccc4o3)o2)cc(OC)c1OC	-27.9%
43	Cc1nc2ccc(S(=O)(=O)N(CC(=O)N3CCN(C)CC3)Cc3ccccc3)cc2s1	7.6%
44	O=C(NNC(=O)c1ccc(NC(=O)C2CCCCC2)cc1)c1ccc(F)cc1	13.8%
45	COc1ccc(-c2noc(CNC(=O)c3ccccc3Br)n2)cc1	0.5%
46	O=C(CN1C(=O)C(=O)c2ccccc21)c1ccccc1	?
47	Cc1cccc(C(C)C)c1NC(=O)/C=C/c1ccc(F)cc1	12.2%
48	O=C1CC(c2ccccc2)Cc2[nH]c(=O)c(-c3nc(-c4ccc(Cl)c(Cl)c4)cs3)cc21 (centres undefined)	-3.1%
49	NC(=O)C(NC(=O)c1cc(-c2ccccc2)n[nH]1)c1ccccc1 (centres undefined)	8.9%
50	c1ncnc(NCC2(N3CCOCC3)CCCCCC2)n1	-26.3%

(further entries)
cpd	structure	KDM5B inh
51	O=C(O)CCCNC(=O)Cn1nc2c(cc1=O)CCCC2	-9.2%
52	O=c1c2ccccc2n2c(-c3ccc(O)cc3)nnc2n1Cc1ccccc1Cl	1.4%
53	CCc1ccc2oc(C(=O)Nc3ccc(S(=O)(=O)N(CC)c4ccccc4)cc3)cc(=O)c2c1	15.4%
54	CC(C)Cn1c2c(c(=O)[nH]c1=O)C(NS(=O)(=O)c1ccc(Cl)cc1)(C(F)(F)F)C(=O)N2 (centres undefined)	-12.3%
55	COc1ccc(NC(=O)N[C@H]2CO[C@H]3[C@@H]2OC[C@@H]3n2cc(CC3CCCCC3)nn2)cc1	-0.8%
56	Cc1cccc(Cn2cc(/C=C(/C#N)C(=O)Nc3cccc(Cl)c3)c3ccccc32)c1	?
57	Nc1c(-c2nc3ccccc3[nH]2)c2ccccn2c1C(=O)c1ccccc1	-9.0%
58	COc1cc(Cl)c(S(=O)(=O)N2CCN(c3c(C)cccc3C)CC2)cc1Cl	-9.4%
59	CC(=O)N1CCN(C(=O)c2ccc3c(ccn3C)c2)CC1	-2.7%
60	Cc1ccc(CNC(=O)c2ccc3c(Cl)c4c(nc3c2)CCCC4)cc1	-4.8%
61	CN(Cc1ccccc1)S(=O)(=O)c1cn(C)c(=O)n(C)c1=O	-5.6%
62	Cc1ccc(NC(=O)CSc2ncc3c(n2)-c2ccccc2N(C)S3(=O)=O)c(Cl)c1	4.7%
63	CCOCCn1c(N2CCC(Cc3ccccc3)CC2)nc2c1c(=O)[nH]c(=O)n2C	-19.0%
64	CC(C)OCC(=O)N1CCN(c2nc(-c3ccccc3)nc3c2CCC3)CC1	?
65	Cc1ccc(NC(=O)NNC(=O)C2CC(c3cccs3)=NO2)cc1 (centres undefined)	3.4%
66	CCN(Cc1ccccc1)C(=O)Cn1ccn2nc3c(c2c1=O)CCCC3	-4.3%
67	CCN1CCN(c2nc3c(c(=O)[nH]c(=O)n3C)n2Cc2ccc(Br)cc2)CC1	-15.2%
68	O=C(O)CC(CNS(=O)(=O)c1ccc(I)cc1)c1ccccc1 (centres undefined)	16.5%
69	CCNC(=O)N[C@H]1[C@H](O)[C@H](O)C[C@@H]1c1cncnc1	-0.6%[115 µM]
70	CCCSc1ncc(CN2CCCC(c3nnc(CN(C)C)n3C)C2)cn1 (centres undefined)	1.7%

Fetched one by one from the list above (2):
cpd	structure	KDM5B inh
47	Cc1cccc(C(C)C)c1NC(=O)/C=C/c1ccc(F)cc1	12.2%
63	CCOCCn1c(N2CCC(Cc3ccccc3)CC2)nc2c1c(=O)[nH]c(=O)n2C	-19.0%

The list continues.
cpd	structure	KDM5B inh
71	Cc1sc(NC(=O)/C=C/c2ccco2)c(C(=O)O)c1C	11.4%
72	COc1ccc(-n2nc3c(N4CCC(C(=O)N5CCC(C)CC5)CC4)nnc(C)c3c2C)cc1	?
73	Cc1ccccc1-n1cc(CN(C)C(=O)CN2CC3(CCCC3)CC2=O)cn1	-9.7%
74	COc1ccc(CCNS(=O)(=O)c2ccc3c(c2)CC(C)N3C(=O)C2CCC2)cc1OC (centres undefined)	10.6%[11.5 µM]
75	Cc1nn(C)c2nc(NCCCN3CCNC(=O)C3)sc12	?
76	CCOc1ccccc1NC(=O)Cn1cnc2onc(-c3ccc(F)cc3)c2c1=O	-17.6%
77	Cc1cc(=O)[nH]c(NCCNC(=O)[C@H]2CCC[C@@H](O)C2)n1	-18.6%
78	CC(CC(=O)Nc1ccc(F)cc1)(C(=O)O)c1ccccc1 (centres undefined)	11.0%
79	O=C(CCC1CCN(S(=O)(=O)c2ccccc2)CC1)NCc1cccc(F)c1	21.6%
80	CN1[C@H](C(=O)O)C[C@H](C(=O)NCCCO)[C@@H]1c1ccccc1F	-5.7%
81	CN(CCCS(=O)(=O)[O-])c1ccc(/C=C/c2ccc3ccccc3[n+]2C)cc1	?
82	N#Cc1cccc(CN2CCc3ncc(C(=O)NCCOc4ccccc4)n3CC2)c1	-0.5%[86.2 µM]
83	O=S(=O)(NC(=NCc1ccccc1)c1ccccc1)c1ccc(Br)cc1	-3.8%
84	CCc1ccc(CNC(=O)c2ccc(NC(=O)N3CCCCc4ccccc43)cc2)cc1	-3.1%
85	Cc1ccc(C(CNC(=O)c2cc(=O)c3cc(Cl)ccc3o2)N2CCC(C)CC2)o1 (centres undefined)	11.9%
86	CCN1CCN(c2ncc(C(=O)OC)c3ccccc23)CC1	-3.4%
87	Cc1ccc(CNC(C)CN2CCCCC2)cc1 (centres undefined)	12.5%
88	CCOc1c(Br)cc(C(=O)Nc2nnc(C3CC3)s2)cc1OC	9.1%
89	CC(NC(=O)Nc1ccc2c(c1)OCCO2)c1ccc(Cl)s1 (centres undefined)	11.7%
90	Cn1c(SCc2nc(-c3ccc(C(F)(F)F)cc3)no2)nc2ccsc2c1=O	-10.3%
91	Cn1c(Cn2ccnc2)nnc1C1CCCN(C(=O)Cc2ccccc2F)C1 (centres undefined)	12.6%
92	CCN1CCCC1CNC(=O)c1nc(-c2cccc3[nH]ccc23)no1 (centres undefined)	5.4%
93	Cc1nn(C)c(C)c1S(=O)(=O)N1CCC(c2ncc(C)n2C(C)C)C1 (centres undefined)	-6.2%
94	Cc1ccc(NC(=O)C2(C#N)CCCC2)cc1	0.1%
95	CNC(=O)Nc1ccc(C2(C(=O)N3CCN(c4ccc(Cl)cc4)CC3)CCC2)cc1	1.1%
96	Cc1ccc(C(=O)N2CCn3c(nnc3-c3ccncc3)C2)cc1	6.6%[149 µM]
97	Cc1nn(C(C)C(=O)Nc2ccccc2C(F)(F)F)c(=O)c2c1sc1ccccc12 (centres undefined)	-9.6%
98	Cc1noc(C)c1CCC(=O)Nc1c(C(C)C)cccc1C(C)C	25.7%
99	CCOc1ccc(-n2c(-c3ccco3)nc3c(cnn3-c3ccc(C)cc3)c2=O)cc1	?
100	CN(CCc1ccccn1)C(=O)C1CCCN(S(=O)(=O)c2ccccc2)CCC(=O)NCC1 (centres undefined)	-18.0%

Rewritten with each value named: part of the list above.
[92] CCN1CCCC1CNC(=O)c1nc(-c2cccc3[nH]ccc23)no1 (centres undefined)
  KDM5B inh: 5.4%

[95] CNC(=O)Nc1ccc(C2(C(=O)N3CCN(c4ccc(Cl)cc4)CC3)CCC2)cc1
  KDM5B inh: 1.1%

Later entries
cpd	structure	KDM5B inh
101	COC(=O)N(C)C1CCc2ccccc21 (centres undefined)	-2.6%[115 µM]
102	Cc1noc(C)c1S(=O)(=O)N(C)C1CCc2nn(CC3CC3)c(=O)n2CC1 (centres undefined)	1.4%
103	CN(CC(=O)NC1(C#N)CCCCC1)c1cccc(C#N)c1	?
104	O=c1[nH]nc(SCc2nc(-c3cccc(C(F)(F)F)c3)no2)n2nc(-c3ccco3)cc12	-19.6%
105	CCCNC(=O)Cn1c(=O)c2cccn2c2cccnc21	?
106	CCCCNC(=O)CSCc1nc(-c2ccc(OC)c(OC)c2)oc1C	29.1%
107	O=C1Nc2ccc(-c3ccc(Cl)cc3)cc2C(=O)N2CCN(C(=O)c3cccs3)C[C@H]12	4.8%
108	CCOc1ccc(NC(=O)CSc2nccn2-c2cccc(C)c2C)cc1	-17.5%
109	Cc1cc2nc(-c3ccc(Br)cc3)cc(C(F)(F)F)n2n1	3.8%
110	CC(=O)N1CCC(N[C@@H]2CO[C@H](CNC(=O)c3cccs3)[C@H]2O)CC1	-5.7%[86.2 µM]
111	CCCNC(=O)C1CCCN(Cc2cccc(C(F)(F)F)c2)C1 (centres undefined)	-6.3%
112	CC(C)c1ccc(OCC(=O)Nc2ccc3oc(=O)ccc3c2)cc1	-25.6%
113	CCCCN(C)S(=O)(=O)c1cc(-c2nn(C)c(=O)c3ccccc23)ccc1C	10.8%
114	CC(C)(C)c1ccc(C(=O)NCCNC(=O)c2nc3ccccc3c(=O)[nH]2)cc1	-5.3%
115	CCOCCCNc1nc2c(S(=O)(=O)c3ccc(CC)cc3)nnn2c2ccc(Cl)cc12	-15.1%
